# Source: PubChem
# FLuc modulator: qHTS profiling assay for firefly luciferase inhibitor/activator using purifed enzyme and Km concentrations of substrates (counterscreen for miR-21 project). 6.9% of 360,000 active. purified FLuc, Km substrates, luminescence inhibition. Potency, µM (series often up to 57.5 µM), for inactives: at the highest dose activity change, negative = inhibition, usual class: inhibitors;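 note: potency is the fitted concentration of half-maximal effect; plate controls were vehicle for no effect and reference inhibitor for full effect; nearly all actives have a fitted effect of over 55% in size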
# Target sequence (P08659 whole entry, looked up): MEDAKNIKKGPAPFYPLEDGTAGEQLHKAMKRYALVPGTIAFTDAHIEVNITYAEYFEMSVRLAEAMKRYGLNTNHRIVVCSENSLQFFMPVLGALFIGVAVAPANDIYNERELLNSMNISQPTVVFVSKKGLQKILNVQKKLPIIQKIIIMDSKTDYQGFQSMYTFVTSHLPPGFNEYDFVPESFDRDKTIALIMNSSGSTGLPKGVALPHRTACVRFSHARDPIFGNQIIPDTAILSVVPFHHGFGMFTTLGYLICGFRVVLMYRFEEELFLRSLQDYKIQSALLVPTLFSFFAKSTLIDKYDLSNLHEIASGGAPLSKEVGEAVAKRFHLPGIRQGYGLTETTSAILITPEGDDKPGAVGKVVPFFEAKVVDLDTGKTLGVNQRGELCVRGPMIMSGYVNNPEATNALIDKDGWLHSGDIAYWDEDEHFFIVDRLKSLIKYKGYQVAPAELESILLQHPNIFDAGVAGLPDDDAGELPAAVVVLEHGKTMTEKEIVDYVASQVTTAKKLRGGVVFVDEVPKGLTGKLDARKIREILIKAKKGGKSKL
#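 Purified P. pyralis luciferase, 10 nM final, with Km-level 10 uM D-luciferin and 10 uM ATP in 50 mM Tris acetate pH 7.5, 10 mM Mg acetate, 0.01% Tween-20, 0.05% BSA; 6-point qHTS titration about 60 µM downward; luminescence read.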
# BRCA1 expr act: qHTS Assay to Identify Small Molecule Activators of BRCA1 Expression | 1.1% of 380,000 active | Potency, µM (top dose mostly 46.1 µM), for inactives: at the top dose activation, hits mostly activators | MCF7-BRCA1-FFLuc reporter, luminescence, 48 h; response scale: scaled: vehicle 0%, 10 µM genistein 100%; note: potency is the fitted concentration of half-maximal effect; nearly all actives have a fitted effect of over 80% in size; some results filed as inactive show a strong effect at the top dose
#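 MCF7-BRCA1-FFLuc, 2000 cells/well; 2 h attach, 37 °C/5% CO2; compound 48 h; luciferase substrate 15 min; luminescence end-point. Norm. to genistein 10 microM max activation and DMSO; concentration-response curves fitted.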
# Tb PFK inh: qHTS Assay to Find Inhibitors of T. brucei phosphofructokinase; ATP-dependent 6-phosphofructokinase (Trypanosoma brucei brucei), O15648; T. brucei PFK, ADP-Glo luminescence; Potency, µM (top dose mostly 57.5 µM), without a hit: at the highest dose activity, negative = inhibition, actives largely listed as inhibitors; 0.17% of 330,000 active; AID 485367, 2010;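 note: potency is the fitted concentration of half-maximal effect; 0% = uninhibited 1x PFK enzyme wells and -100% = no-enzyme wells; nearly all actives have a fitted effect of over 60% in size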
# Target sequence (O15648 whole entry, looked up): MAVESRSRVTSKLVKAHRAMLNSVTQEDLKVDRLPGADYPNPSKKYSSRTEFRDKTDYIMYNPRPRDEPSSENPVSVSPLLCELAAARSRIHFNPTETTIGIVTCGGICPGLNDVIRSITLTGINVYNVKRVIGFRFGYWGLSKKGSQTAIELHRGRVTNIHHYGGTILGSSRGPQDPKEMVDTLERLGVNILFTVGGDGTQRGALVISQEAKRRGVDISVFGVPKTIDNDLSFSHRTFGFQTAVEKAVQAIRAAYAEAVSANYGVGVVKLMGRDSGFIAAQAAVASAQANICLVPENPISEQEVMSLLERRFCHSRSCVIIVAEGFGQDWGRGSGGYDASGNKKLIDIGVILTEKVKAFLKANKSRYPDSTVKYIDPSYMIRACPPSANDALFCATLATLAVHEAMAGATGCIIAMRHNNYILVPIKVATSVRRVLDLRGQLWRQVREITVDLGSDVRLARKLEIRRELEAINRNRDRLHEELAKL
#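 Luminescent ADP detection (ADP-Glo, two-step: ATP depletion then ADP-to-ATP conversion for luciferase) reported PFK activity after 45 min room-temperature reaction of 1.25 nM enzyme with 0.5 mM F6P and 0.1 mM ATP at pH 8.0.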
# ELG1 genotox: qHTS screen for small molecules that induce genotoxicity in human embryonic kidney (HEK293T) cells expressing luciferase-tagged ELG1. HEK293T ELG1-luciferase reporter, luminescence, 16 h. Potency, µM (doses to about 46 µM), inactives show at the top dose activity change, positive = activation, actives largely listed as activators. 1.3% of 330,000 active. AID 504466, 2011; note: potency is the fitted concentration of half-maximal effect; % of control where 0% means no effect; nearly all actives have a fitted effect of over 60% in size
#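 After overnight (16 hr) compound treatment at 37 °C, ELG1-luciferase HEK293T cells were lysed with ONE-Glo; luminescence quantified 30 min later at room temperature.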
# RORgamma inh: qHTS for inhibitors of ROR gamma transcriptional activity | Drosophila S2 Gal4-RORgamma UAS-luciferase reporter, 20 h | Potency, µM (series often up to 53.6 µM), without a hit: top-dose activity change, negative = inhibition, most hits filed as inhibitors | 5.4% of 310,000 active | AID 2551, 2010; note: potency is the fitted concentration of half-maximal effect; % is set by controls: 0 for no effect and ±100 for the full control effect; nearly all actives have a fitted effect of over 60% in size
#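 Stable Schneider cell line, Gal4 DNA-binding domain fused to ROR gamma, UAS-luciferase. Cmpd 1 hr RT → CuSO4 700 uM final → 20 hr RT → luciferase reagent 10 min → luminescence.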
# NPC1 promoter act: qHTS Assay for NPC1 Promoter Activators. Huh7 NPC1 promoter luciferase reporter, 24 h. Potency, µM (series often up to 9.22 µM), inactives show top-dose activation, most hits filed as activators. AID 485313, 2010. 2.4% of 320,000 active;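 note: potency is the fitted concentration of half-maximal effect; % of control where 0% means no effect; nearly all actives have a fitted effect of over 60% in size; reporter is driven by a mutant NPC1 promoter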
#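 In 1536-well qHTS, Huh7 cells harboring an NPC1 promoter–luciferase construct received compound for 24 h; activation was quantified by luminescence following luciferase reagent addition.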
# Rab9 prom act: qHTS Assay for Rab9 Promoter Activators. Huh7 Rab9 promoter-luciferase reporter, luminescence, 24 h. Potency, µM (doses to about 9.22 µM), inactives show top-dose activation, negative = inhibition, usual class: activators. 2.8% of 320,000 active. AID 485297, 2010; note: potency is the fitted concentration of half-maximal effect; % of control where 0% means no effect; nearly all actives have a fitted effect of over 60% in size
#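 Quantitative HTS format; Huh7 Rab9-luciferase reporter cells (1500/well) receive compound 2 h post-plating, incubate 24 h at 37 °C, then get luciferase reagent for 10 min before luminescence reading.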
# p53 reactivation: qHTS assay for re-activators of p53 using a Luc reporter; H1299 p53-A138V BP100-luciferase reporter, luminescence, 24 h; Potency, µM (series often up to 92.2 µM), for the others: at the top dose activity change, positive = activation, usual class: activators; 0.063% of 320,000 active; note: potency is the fitted concentration of half-maximal effect; % of control where 0% means no effect; nearly all actives have a fitted effect of over 45% in size
#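 H1299 (p53-null), stable ts p53-A138V + BP100-Luc; 1000 cells/well, Opti-MEM/10% FBS; cpd 4 pt, 1:5; 24 h, 37 deg C, 5% CO2; detection reagent 10 min RT; luminescence.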
# ELG1 repair inh: qHTS screen for small molecules that inhibit ELG1-dependent DNA repair in human embryonic kidney (HEK293T) cells expressing luciferase-tagged ELG1; AID 504467, 2011; 2.3% of 330,000 active; HEK293T ELG1-luciferase reporter, luminescence, 16 h; DNA damage induced by 5-fluorouridine; Potency, µM (doses to about 46.1 µM), for the others: top-dose activity change, negative = inhibition, usual class: inhibitors; note: potency is the fitted concentration of half-maximal effect; % is set by controls: 0 for no effect and ±100 for the full control effect; nearly all actives have a fitted effect of over 55% in size
#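 Cells (2,000 per well) received 5-fluorouridine plus test compound or DMSO and were incubated 16 hr at 37 °C, 5% CO2. Luciferase activity was read by luminescence 30 min after ONE-Glo addition; signal suppression marked inhibition of damage-induced ELG1 function.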
# VP16 counter: VP16 counterscreen qHTS for inhibitors of ROR gamma transcriptional activity | 3.5% of 310,000 active | Drosophila S2 Gal4-VP16 UAS-luciferase, luminescence, 20 h | Potency, µM (titrated, usually from 53.6 µM), without a hit: at the top dose activity, negative = inhibition, usual class: inhibitors | AID 2546, 2010;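 note: Gal4-VP16 expression switched on by copper sulfate through the metallothionein promoter; potency is the fitted concentration of half-maximal effect; % is set by controls: 0 for no effect and ±100 for the full control effect; nearly all actives have a fitted effect of over 50% in size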
# TRPV1 agonist: HTS Assay for Compounds that Act as Agonists of the Vanilloid Receptor 1; Transient receptor potential cation channel subfamily V member 1 (Homo sapiens), Q8NER1; activation, % at 8.33 µM; 0.19% of 320,000 active; TRPV1-expressing cells, Fluo-8 calcium influx, agonist mode; in the data active = activation above about 80%; inconclusive = between about 30% and that limit; note: 0% is about no effect
#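 Fluo-8 calcium influx in TRPV1-expressing cells, kinetic read (ex 480/em 520 nm). Compound added and read 3 min for agonist activity, followed by capsaicin at EC20 final and 2 min further read for enhancement.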
# The depositor's hits bear a star; ? = inconclusive; · = not tested or not shown; & = joins results of further samples; [ ] = remark or other dose. Unless noted, calls come from the whole dose curve; as a rule, active = well fitted curve in the direction sought with a large enough effect; inconclusive = small, poorly fitted or top-dose-only effect, or another doubt; inactive = no such curve, though single readings can be large; an effect the other way counts as inactive or inconclusive.
molecule,FLuc modulator,BRCA1 expr act,Tb PFK inh,ELG1 genotox,RORgamma inh,NPC1 promoter act,Rab9 prom act,p53 reactivation,ELG1 repair inh,VP16 counter,TRPV1 agonist
CC(C)(CCl)C(=O)Nc1ccc(Sc2ccc(F)cc2)cc1,?,50%,0%,-12%,42%,5%,3%,6%,?,-12%,-5
Cc1ccc(S(=O)(=O)n2[nH]c(=O)cc2N)cc1,3%,9%,3%,2%,0%,-2%,6%,-2%,-10%,0%,-2
COCCCNC(=O)Cn1c(=O)n(Cc2ccc(F)cc2)c(=O)c2sccc21,0%,-14%,0%,1%,-17%,-1%,-4%,·,10%,1%,0
COc1ccc(C(=O)Nc2ccc(N3CCCC3)cc2)cc1Br,?,?,0%,9%,-13%,17%,28%,1%,26%,-3%,?
CC(=O)Nc1c(O)nc(SCc2ccc(Cl)cc2)[nH]c1=O,1%,0%,0%,0%,16%,0%,-3%,2%,20%,-5%,0
CCn1cc[n+](C)c1P(c1ccccc1)c1ccccc1,5%,-25%,5%,-3%,?,-7%,-19%,18%,10%,?,-1
Cn1c(=O)c2sccc2n2c(CCCC(=O)N3CCN(c4ccccn4)CC3)nnc12,-1%,-4%,-3%,-5%,0%,-1%,0%,0%,2%,-6%,-1
Cc1ccc(NC(=O)c2cnc(SCC(=O)NCC3CCCO3)n(C)c2=O)cc1 (centres undefined),9.5µM*,-79%,-3%,21µM*,·,-3%,29%,?,?,·,10
CC(C)(C)OC(=O)[C@H](Cc1ccccc1)NC(=O)c1nc[nH]c1C(=O)N1CCN(C(=O)OC(C)(C)C)CC1,7%,1%,2%,-13%,11µM*,-1%,-1%,·,?,?,0
CC(O)(CS(=O)(=O)Cc1ccc(Cl)cc1)C(=O)Nc1cccc(C(F)(F)F)c1 (centres undefined),3%,-35%,-3%,0%,?,0%,2%,-6%,1%,10%,·
Cc1cc(NC(=O)c2ccc3[nH]c(C)c(C)c3c2)ccn1,15µM*,25%,7%,-5%,22%,0%,-1%,9%,6%,-7%,-2
Cc1ccc(NS(=O)(=O)c2ccc3c(c2)NC(=O)C(C)C(=O)N3)c(Cl)c1 (centres undefined),-1%,-1%,0%,3%,-2%,1%,10%,·,2%,-7%,0
CCC(C)C1/C=C\CC(NC(=O)OCC2c3ccccc3-c3ccccc32)CC(=O)N1Cc1ccccc1 (centres undefined),·,-12%,4%,-2%,·,·,·,8%,-2%,·,·
CC(=O)N1CCCc2cc(S(=O)(=O)N3CCc4ccccc4C3)ccc21,0%,-41%,-3%,23%,-3%,-1%,-5%,-6%,-5%,-13%,-1
CCCN(CCC)CCNc1c(NC2CCN(C(=O)OCC)CC2)c(=O)c1=O,7%,-12%,0%,6%,14%,0%,-12%,-5%,4%,1%,-1
O=C(NNC1CC(=O)N(c2ccc(F)cc2)C1=O)c1cccnc1 (centres undefined),2%,-10%,0%,3%,8%,4%,-5%,-2%,26%,3%,-2
COc1ccc(Cl)cc1NC(=O)CN1CCC(NC(=O)C2CC2)CC1,-1%,-15%,-17%,-17%,38%,1%,-1%,2%,9.2µM*,-17%,-2
CCOC(=O)C1(Cc2cccc(Cl)c2)CCCN(C(=O)c2cccc(C)n2)C1 (centres undefined),0%,0%,-1%,5%,9%,-3%,-1%,2%,-14%,9%,10
O=C(O)CC(C(=O)Nc1ccc(F)cc1)C1CCCO1 (centres undefined),2%,4%,1%,1%,-16%,-3%,-3%,3%,6%,1%,-1
CC(C)(C)NC(=O)C(c1cccnc1)N(C(=O)c1ccc(Cl)nc1)C1CCCC1 (centres undefined),0%,2%,-14%,0%,-2%,-29%,-5%,-2%,4%,2%,4
CNC(=S)NNC(=O)c1sc2cc(C(F)(F)F)cnc2c1-c1ccccn1,?,-10%,4%,0%,1.1µM*,-3%,2%,0%,-9%,-18%,1
COc1ccc(OC)c(/C=N/n2c(COc3ccccc3)n[nH]c2=S)c1,0%,3%,?,2%,?,8%,-3%,2%,2%,-16%,12
CC1Cc2ccccc2N1C(=O)CSc1ncccc1C(=O)O (centres undefined),3%,7%,4%,-2%,-6%,?,-7%,-3%,-1%,5%,-3
CCOC(=O)C(C)N1C(=O)S/C(=C/c2cc(C)n(-c3ccncc3)c2C)C1=O (centres undefined),?,24%,3%,-5%,?,0%,21%,-2%,?,?,2

# An excerpt from above, limited to BRCA1 expr act, FLuc modulator and NPC1 promoter act:
compound | BRCA1 expr act | FLuc modulator | NPC1 promoter act
CNC(=S)NNC(=O)c1sc2cc(C(F)(F)F)cnc2c1-c1ccccn1 | -10% | ? | -3%
CCOC(=O)C1(Cc2cccc(Cl)c2)CCCN(C(=O)c2cccc(C)n2)C1 (centres undefined) | 0% | 0% | -3%

# More results:
molecule,FLuc modulator,BRCA1 expr act,Tb PFK inh,ELG1 genotox,RORgamma inh,NPC1 promoter act,Rab9 prom act,p53 reactivation,ELG1 repair inh,VP16 counter,TRPV1 agonist
OCCNCC(O)Cn1c2ccccc2c2ccccc21 (centres undefined),7%,17%,-1%,1%,2%,0%,-1%,1%,-17%,2%,0
CC(C)CN1CCC(C(=O)NCC2CCCO2)CC1 (centres undefined),3%,6%,-3%,1%,-2%,1%,-2%,12%,13%,4%,1
CN(C)c1ccc(NC(=O)CN2CCc3ccccc3C2)cc1,24µM*,11µM*,-1%,?,4%,29%,?,?,?,24%,2
CCCCN(CC)Cc1c(C)[nH]c2ccccc2c1=O,-2%,-11%,-3%,3%,-13%,-10%,-1%,1%,-16%,24%,-1
CN(C(=O)COC(=O)c1ccc(S(=O)(=O)N2CCCC2)cc1)c1ccccc1,-4%,-1%,-4%,0%,23%,-3%,11%,2%,5%,5%,1
CC1CC1C(=O)OCC(=O)Nc1cccc([N+](=O)[O-])c1 (centres undefined),-15%,-7%,-4%,4%,31%,-1%,6%,13%,9%,3%,1
CC(C)OCCCNC(=O)CN1C(=O)COc2ccc(S(=O)(=O)N3CCCCCC3)cc21,2%&3%,2%,-1%,-5%,-1%,-1%,14%,2%,18%,2%,0
CCCCn1c(SCC(=O)N(C)C2CCS(=O)(=O)C2)nc2cc(S(N)(=O)=O)ccc21 (centres undefined),-1%,-6%,5%,0%,12%,-5%,-2%,2%,11%,-5%,2
CCOc1ccc(C2=CC(=O)C[C@H](c3ccc(OC)cc3)C2)cc1,-27%,67%,-9%,3%,·,16%,4%,?,?,·,16
Cc1ccc2nsnc2c1NC(=O)c1ccc([N+](=O)[O-])o1,2%,-93%[inhibitor],6%,-17%,?,-5%,13%,-16%,?,-1%,2
CCN(c1ccccc1)S(=O)(=O)c1cccc(C(=O)OCc2nc3sc(C)c(C)c3c(=O)[nH]2)c1,2%,-21%,-6%,1%,1%,0%,-3%,-16%,-3%,1%,4
O=C(CCn1c(=S)[nH]c2ccccc2c1=O)Nc1ccc(F)cc1,5%,-11%,2%,12%,-30%,10%,-4%,-4%,12%,-5%,-1
CCOC(=O)C1=C(C)Nc2ccccc2N=C1NC(=O)Cc1ccc(Cl)c(Cl)c1,3%,-20%,-4%,4%,-6%,-3%,-4%,-3%,12%,-6%,13
CCC(CC)c1nc(C#N)c(NCc2ccccc2)o1,1%,-62%,-7%,-1%,28%,-5%,3%,1%,-21%,0%,10
COc1cc(OC)c(OC)cc1/C=C/C(=O)c1ccc(NS(=O)(=O)c2ccc(C)cc2)cc1,2%,-71%,3%,-4%,?,-2%,-10%,-2%,15µM*,5%,1
COc1ccc(NC(=S)N2CCN(C/C=C/c3ccccc3)CC2)cc1OC,3%,-38%,1%,-4%,10µM*,-4%,-2%,6%,-27%,8%,0
CC(C)Oc1ccc(Cn2c(-c3ccco3)n[nH]c2=S)cc1,2%,1%,-12%,2%,2.8µM*,-5%,-3%,16%,19%,4.5µM*,-3

# Compounds as they come; 15% or so of the library scored in one or more.
